Screening data deposited in PubChem BioAssay by several laboratories.
hgDAF12 agonist = agonists of H. glycines DAF-12 nuclear receptor; HEK293 GAL4-hgDAF12 UAS-luciferase reporter, agonist luminescence; normalized to butyrate control; activation, % at 6.8 µM; 370,000 tested, 1.8% active;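 active = activation above a cutoff set at the mean of all screened compounds plus 3 SD, cut at about 10% in these data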;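 note: 0% = DMSO wells and 100% = sodium butyrate wells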
DAX1 inh-1 = DAX1 (NR0B1) inhibition, primary screen. HEK293T StAR-luciferase reporter, SF-1/DAX-1 repression relief. inhibition, % at 6.8 µM. 370,000 tested, 1.1% active. AID 652010;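 active = inhibition above the mean over all tested compounds plus 3 SD, cut at about 3.6% in these data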;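 note: 0% = DAX-1 cells with DMSO and 100% = cells lacking DAX-1 with DMSO; higher inhibition means more luminescence from relief of DAX-1 repression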
ADAM10 inh = inhibitors of human ADAM10 | O14672 | recombinant ADAM10, EDANS/DABCYL FRET peptide cleavage, 3 h | inhibition, % at 7 µM | 370,000 tested, 0.62% active | AID 720582;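 active = inhibition above a per-campaign cutoff equal to the mean of compounds falling between control-based bounds plus 3 SD, cut at about 20% in these data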;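 note: 0% = DMSO wells while the 100% control is not disclosed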
PG9 Ab binder = binds the HIV-1 gp120 antibody PG9. TR-FRET gp120-PG9 antibody binding. inhibition, % at 6.7 µM. 360,000 tested, 0.43% active. AID 624416; in the data active = inhibition above about 8.5%
DAX1 inh-2 = NR0B1 (DAX1) inhibition; AID 504766; P51843; inhibition, % at 6.75 µM; HEK293 Gal4-DAX1 luciferase reporter, luminescence; 340,000 tested, 0.99% active;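 active = inhibition above the mean over all tested compounds plus 3 SD, cut at about 4.2% in these data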;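 note: 0% = DAX1-transfected cells with DMSO and 100% = empty-vector control cells with DMSO; inhibition shows as a rise in luminescence from relieved DAX1 repression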
Target sequence (P51843 207-470 limits assumed): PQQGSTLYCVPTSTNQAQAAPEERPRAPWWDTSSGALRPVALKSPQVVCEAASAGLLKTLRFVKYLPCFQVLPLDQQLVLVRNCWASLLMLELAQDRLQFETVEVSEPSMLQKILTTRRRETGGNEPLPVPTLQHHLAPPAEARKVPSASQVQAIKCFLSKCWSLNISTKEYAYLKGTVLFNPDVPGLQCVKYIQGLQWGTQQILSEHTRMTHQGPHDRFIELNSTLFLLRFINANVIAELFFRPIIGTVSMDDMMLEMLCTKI
GAA850 FXN act = frataxin GAA850 promoter activation; HEK293 lucGAA850 FXN promoter luciferase reporter, 24 h; percent of 10 µM SAHA response; activation, % at 6 µM; 360,000 tested, 0.56% active;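 active = activation above the average of all compounds screened plus 3 SD, cutoff fixed separately per campaign, cut at about 7.5% in these data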;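 note: 0% = DMSO wells and 100% = 10 µM SAHA wells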
ADAM17 inh = ADAM17 inhibition, QFRET primary screen. recombinant ADAM17, EDANS/DABCYL FRET peptide cleavage. P78536. 370,000 tested, 0.83% active. inhibition, % at 6.95 µM. AID 720648;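 active = inhibition above the mean of compounds lying between control limits plus 3 SD, set per campaign, cut at about 8.5% in these data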;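 note: 0% = DMSO-only wells as the low control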
Target sequence (P78536 215-824 limits assumed): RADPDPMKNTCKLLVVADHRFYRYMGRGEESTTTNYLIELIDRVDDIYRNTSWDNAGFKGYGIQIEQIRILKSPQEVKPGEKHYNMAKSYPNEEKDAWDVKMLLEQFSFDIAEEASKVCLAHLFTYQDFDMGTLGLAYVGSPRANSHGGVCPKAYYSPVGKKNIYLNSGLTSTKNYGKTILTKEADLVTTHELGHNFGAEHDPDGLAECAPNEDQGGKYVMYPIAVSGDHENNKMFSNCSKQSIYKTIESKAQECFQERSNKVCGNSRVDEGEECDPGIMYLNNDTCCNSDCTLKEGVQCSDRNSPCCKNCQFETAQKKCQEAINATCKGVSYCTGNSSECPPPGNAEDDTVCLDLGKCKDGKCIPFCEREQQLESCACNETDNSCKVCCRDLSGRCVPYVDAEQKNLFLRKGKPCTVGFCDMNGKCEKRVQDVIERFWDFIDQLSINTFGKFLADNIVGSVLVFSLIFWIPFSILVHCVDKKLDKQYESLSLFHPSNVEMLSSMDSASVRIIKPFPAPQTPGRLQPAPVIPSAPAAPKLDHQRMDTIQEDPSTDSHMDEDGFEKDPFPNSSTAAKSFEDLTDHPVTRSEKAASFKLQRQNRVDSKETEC
ssDAF12 agonist = activators of S. stercoralis DAF-12 nuclear receptor. HEK293 ssDAF-12/GRIP1 lit1-tk-luc reporter, luminescence; % of 3 µM dafachronic acid response. activation, % at 6.8 µM. 370,000 tested, 1% active;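 active = activation above the mean over all tested compounds plus 3 SD, cut at about 0.9% in these data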;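 note: 0% = DMSO-only wells and 100% = 3 µM delta7-dafachronic acid wells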
SMARCA2 activ = activators of SMARCA2 function; AID 652017; 370,000 tested, 1% active; activation, % at 9.1 µM; MG213 cells, MMTV-luciferase reporter, dexamethasone, overnight; in the data active = activation above about 7.8%;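 note: 0% = vehicle wells and 100% = reference activator wells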
hcDAF-12 act = activates DAF-12 receptor from parasite H. contortus; HEK293 hcDAF-12 lit1-tk-luc reporter, luminescence; 0% DMSO, 100% Δ7-dafachronic acid; activation, % at 6.8 µM; 370,000 tested, 1.4% active; AID 652067;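 active = activation above the mean of all tested compounds plus 3 SD, cut at about 5.5% in these data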;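 note: 100% = response to 3 µM Δ7-dafachronic acid high control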
NPR1 activator = GC-A (human) enzyme activation. P16066. HEK293 GC-A cells, cGMP TR-FRET, EC30 ANP; 0% at EC30 ANP, 100% saturating ANP. AID 1671463. activation, % at 10 µM. 370,000 tested, 0.14% active; in the data active = activation above about 40%
* marks the source's active call; other numbers are inactive results; i = inactive; . = no result given.

SMILES	hgDAF12 agonist	DAX1 inh-1	ADAM10 inh	PG9 Ab binder	DAX1 inh-2	GAA850 FXN act	ADAM17 inh	ssDAF12 agonist	SMARCA2 activ	hcDAF-12 act	NPR1 activator
O=C(CN(C(=O)CNS(=O)(=O)c1ccccc1)c1ccc2c(c1)OCCO2)NCc1ccco1	15*	-0.1	-2	2.4	2.0	0.6	-2	-1.0	0	-1.0	0
COc1ccc(C(=O)Oc2ccc3ccc(=O)oc3c2)cc1OC	-0.1	0.0	i	0.2	0.2	1.9	-340	-1.1	-3	1.6	0
O=C(Cn1cc(C(=O)c2ccco2)c2ccccc21)NC1CCCCC1	-4.0	0.4	-2	2.9	-0.7	0.8	0	-0.8	-4	-1.9	-4
O=C(c1cccs1)c1c[nH]cc1-c1ccccc1	1.7	-0.3	2	-1.4	.	-0.4	-2	-1.6	-2	-0.2	0
O=C(O)c1cc(=O)n(Cc2ccccc2)c(=O)[nH]1	2.0	0.0	-6	0.0	0.1	-2.1	-5	-0.8	2	1.8	6
COc1ccc(S(=O)(=O)N2CCOC2CNC(=O)C(=O)NCCc2ccccc2)cc1C (stereo not given)	-5.2	-0.3	-4	0.0	-0.9	-1.5	-3	-1.6	-1	-2.7	-1
CCc1ccc(NC(=O)Cn2nc(C(=O)O)c3ccccc3c2=O)cc1	-0.1	0.0	-1	-0.8	-0.1	-1.0	2	-0.4	-1	-0.7	0
CCc1noc(C)c1C(=O)OCC(=O)NC(=O)c1ccccc1OC	0.7	1.3	-3	-2.5	0.2	2.6	-1	-1.2	-2	-1.8	-3
CCOc1cc2[nH]c(=O)n(CCCC(=O)NCc3ccc(OC)cc3)c(=O)c2cc1OCC	-3.3	-0.7	-13	0.9	0.2	0.2	-3	-1.7	0	1.2	5
COc1ccccc1NC(=O)CCC(=O)Nc1ccccc1OC	-0.6	-1.0	-2	-0.2	1.5	2.9	-3	-0.6	-2	-0.6	1
CCc1nc2sc3c(c2c(=O)o1)CCCC3	-0.3	0.5	-18	-1.1	1.2	-0.9	-8	-0.5	-1	2.1	6
COc1ccc(/C=C/C(=O)NCC(=O)N/N=C/c2cc(Br)ccc2OC)cc1	4.1	-0.9	-12	-1.1	0.6	-3.5	-3	-1.8	-5	-0.3	2
O=C(NC1CC2CCCC(C1)N2C(=S)Nc1ccccc1Cl)C1CC1 (stereo not given)	3.7	0.6	8	0.1	0.8	0.1	2	-0.9	1	-0.2	-1
CCc1cccc(C)c1NC(=O)C1CCCN(S(C)(=O)=O)C1 (stereo not given)	-2.1	0.4	2	2.2	0.0	0.6	-5	-1.6	-4	0.3	6
CCOC(=O)CCCCCC(=O)Nc1ccc2c(c1)CC(=O)N([C@@H](C)CO)C[C@H](C)[C@@H](CN(C)Cc1ccccc1)O2	0.1	0.2	2	-0.4	1.3	-0.2	0	-0.6	0	1.4	7

7 entries from above, reformatted.
Results follow in this order: hgDAF12 agonist, DAX1 inh-1, ADAM10 inh, PG9 Ab binder, DAX1 inh-2, GAA850 FXN act, ADAM17 inh, ssDAF12 agonist, SMARCA2 activ, hcDAF-12 act, NPR1 activator
COc1ccc(S(=O)(=O)N2CCOC2CNC(=O)C(=O)NCCc2ccccc2)cc1C (stereo not given)
  -5.2, -0.3, -4, 0.0, -0.9, -1.5, -3, -1.6, -1, -2.7, -1
CCc1ccc(NC(=O)Cn2nc(C(=O)O)c3ccccc3c2=O)cc1
  -0.1, 0.0, -1, -0.8, -0.1, -1.0, 2, -0.4, -1, -0.7, 0
CCc1noc(C)c1C(=O)OCC(=O)NC(=O)c1ccccc1OC
  0.7, 1.3, -3, -2.5, 0.2, 2.6, -1, -1.2, -2, -1.8, -3
CCOc1cc2[nH]c(=O)n(CCCC(=O)NCc3ccc(OC)cc3)c(=O)c2cc1OCC
  -3.3, -0.7, -13, 0.9, 0.2, 0.2, -3, -1.7, 0, 1.2, 5
COc1ccccc1NC(=O)CCC(=O)Nc1ccccc1OC
  -0.6, -1.0, -2, -0.2, 1.5, 2.9, -3, -0.6, -2, -0.6, 1
CCc1nc2sc3c(c2c(=O)o1)CCCC3
  -0.3, 0.5, -18, -1.1, 1.2, -0.9, -8, -0.5, -1, 2.1, 6
COc1ccc(/C=C/C(=O)NCC(=O)N/N=C/c2cc(Br)ccc2OC)cc1
  4.1, -0.9, -12, -1.1, 0.6, -3.5, -3, -1.8, -5, -0.3, 2

Later entries.
SMILES	hgDAF12 agonist	DAX1 inh-1	ADAM10 inh	PG9 Ab binder	DAX1 inh-2	GAA850 FXN act	ADAM17 inh	ssDAF12 agonist	SMARCA2 activ	hcDAF-12 act	NPR1 activator
CC1(C(=O)NS(=O)(=O)c2cccc(Cl)c2)CCN1C(=O)Cc1ccc(-c2ccccc2)cc1 (stereo not given)	-1.1	-0.8	3	1.1	.	1.3	9.0*	-1.5	-3	0.0	7
O=C(COc1ccccc1)Nc1nnc(S(=O)(=O)Nc2ccccc2)s1	0.2	0.7	-2	1.7	-1.6	2.1	1	-0.4	-1	1.8	2
S=C(Nc1ccccc1)Nc1ccccc1Br	2.6	0.3	2	-1.2	0.9	0.5	-2	-1.4	6	2.8	5
Cc1c(C(=O)OCC(=O)Nc2ccc(S(N)(=O)=O)cc2)oc2c1ccc1ccccc12	-1.2	-0.2	-21	4.7	0.1	0.9	-1	-1.6	-3	-3.2	-47
COc1cccc(NC(=S)NNC(=O)CCn2cc([N+](=O)[O-])cn2)c1	1.2	-0.2	0	-1.1	.	1.4	0	-1.3	2	1.3	2
O=C(CSc1ccc(-c2ccccn2)nn1)Nc1cccc(F)c1	-0.1	-4.2	-4	-0.2	-0.3	-1.1	0	-1.2	-3	-1.6	7
CCc1ccc(N2C(=O)CN(Cc3ccccc3)C2=S)cc1	-2.3	1.2	3	-2.8	0.1	3.1	1	-1.0	1	-0.8	-3
Cc1cccc(C)c1NC(=O)NC1(C(=O)NCC2CCCO2)CCCCC1 (stereo not given)	2.6	0.0	3	0.3	-1.0	0.6	1	0.3	0	-0.8	-3
C=CCN1CCN(C(=O)c2ccc3c(c2)OCO3)CC1	0.9	0.0	-11	1.6	0.9	-1.3	1	-1.0	-3	-0.5	2
N#Cc1ccc(C(=O)CN2CCN(c3ccccc3)CC2)cc1	-0.5	-0.4	-3	-1.0	-0.1	-0.1	-2	0.7	-3	2.3	-2
CC(C)c1nc2oc3c(NCc4ccccn4)ncnc3c2c2c1COC(C)(C)C2	2.4	-0.4	-35	1.2	0.0	1.0	-11	-0.4	-3	-1.0	16
COc1ccc(CCNC(=O)CSc2cc(=O)[nH]c(N)n2)cc1OC	1.9	-0.9	1	0.5	-0.5	1.1	-2	-0.6	0	1.3	2
Cc1nnc(SCC(=O)NNC(=O)COc2ccc(Cl)cc2)s1	0.7	-0.2	6	-0.5	-0.6	0.4	-2	-1.1	-2	-1.4	1
CC(C)Sc1snnc1-c1ccccc1	-0.9	-0.3	-14	-2.5	-0.2	1.8	3	-1.1	-1	-0.9	1
CC(=O)Nc1nc(C2CC2)cc(-c2ccccc2)c1C#N	-1.9	0.4	-2	0.1	-0.5	0.8	-2	-1.3	-2	-0.7	4
CC(C)(C)c1csc(N/N=C/c2ccc(O)cc2)n1	0.3	0.5	4	-1.8	-0.9	6.1	-1	-0.2	0	4.7	-2
COc1ccc(CN2CC(=O)N(c3ccc(C)cc3C)C2=S)cc1OC	-3.7	0.4	-7	0.8	-1.3	3.2	-3	-1.2	-5	-2.3	2
CC(NS(=O)(=O)c1ccc(Cl)cc1)C(=O)OCC(=O)Nc1ccc(N(C)C)cc1 (stereo not given)	1.3	-0.7	-10	0.3	0.9	1.0	2	-1.7	0	-0.6	-1
CC1(C)CC2(C)CC(=O)C1C(C(=O)O)C2C(=O)O (stereo not given)	0.6	-1.0	-8	-1.7	1.5	-0.6	-4	-1.2	-2	-0.1	1
O=C(c1ccco1)N1CCN(C(c2coc3ccc(Cl)cc3c2=O)c2nnnn2C2CCCC2)CC1 (stereo not given)	-0.3	0.1	-8	0.4	-0.4	2.5	-4	-1.1	1	-1.4	5
CCN(CC)C(=O)[C@H]1CC(CC(=O)NCCN2CCOCC2)C(=O)N2CCc3c([nH]c4ccccc34)[C@]12C (stereo not given in full)	1.9	0.2	-4	-1.1	-0.1	-0.9	2	-1.0	-3	1.1	1
O=C(O)CCC(=O)Nc1nc2nc(-c3ccccc3)cc(-c3ccccc3)n2n1	-0.6	0.3	i	2.8	-1.2	2.7	-208	-1.8	0	-1.6	0
CC(C)(C)C(=O)c1c(N)[nH]c(C(=O)c2ccccc2)c1-c1ccc([N+](=O)[O-])cc1	3.3	1.7	-6	-2.4	.	.	-1	-1.0	-1	2.8	-9
CCC(=O)N(CCC1(c2ccccc2OC)CCOC(C(C)C)C1)Cc1ccco1 (stereo not given)	-2.2	0.1	-2	-0.5	-1.2	-1.0	-3	-1.2	-3	-0.8	-13
CCCSc1nnc(Cn2c(=O)sc3ccccc32)n1-c1ccccc1	-0.3	-0.7	0	0.2	1.9	-0.7	0	-1.4	1	-3.6	-17
CCOC(=O)C(C#N)=C1CCC=C(C)C1	3.0	0.2	2	0.2	1.3	-2.0	-2	-0.3	5	1.0	3
Cn1ccnc1SCC(=O)Nc1ccc(SC(F)F)cc1	5.0	6.2*	-16	0.8	0.9	1.2	-2	0.1	2	1.7	4
COc1ccccc1/C=N/NC(=O)c1ccc(=O)n(C)c1	-0.6	-0.2	-2	-0.5	-0.1	1.6	-4	-1.0	-2	-0.5	-1
COc1ccc(S(=O)(=O)N2CCN(C(=O)CN3C(=O)NC(C)(C)C3=O)CC2)cc1	2.5	0.4	-7	0.8	0.4	1.5	0	-1.0	-1	1.8	3
COc1ccc(/C=C/C(=O)NCCC(=O)N2CCCN(C)CC2)cc1	-1.6	0.6	1	-0.7	0.1	-1.9	-4	-1.4	-1	-1.1	1
CCCCN1CC(COc2ccccc2)OC1=O (stereo not given)	0.8	0.8	-2	-0.1	-0.8	3.7	-4	-0.5	0	-1.9	4
CCCNC(=O)C1(C)CCN(C(=O)c2cccc(C#N)c2)C1 (stereo not given)	-1.2	0.2	-14	0.6	.	-0.4	2	-0.7	-2	-0.7	0
